# High-throughput results (PubChem BioAssay)
# SR-BI uptake up – activators of SR-BI mediated DiI-HDL uptake, primary screen, ldlA[mSR-BI] CHO cells, DiI fluorescence; activation, % at 12.5 µM; 320,000 tested, 0.096% active; AID 504775, 2011; 3 h; 100 = double the neutral-control signal;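 active means mean replicate activation of at least 60% and every replicate at or above 60%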;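 further: 0% = median plate neutral-control signal and 100% = twice that signal; values of inactives mirror those of a sister screen read the other way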
#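 material = CHO ldlA[mSR-BI] cells | medium = Ham's F12 with 0.5% BSA, HEPES 25 mM, pH 7.4 | reagent = fluorescent DiI-HDL, 10 µg/mL final | compound dosing = single-point compound dose | incubation = 3 h, 37 °C | measured by = bottom-read fluorescence, 550/595 nm | measure = HDL uptake via cellular fluorescence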
# PvdQ inh – P. aeruginosa PvdQ acylase inhibitors, primary screen, biochemical, fluorescence, plate reader and imaging, single point; 340,000 tested, 0.063% active; PvdQ acylase [Pseudomonas aeruginosa LESB58]; purified PvdQ acylase; AID 488965, 2010; inhibition, % at 10 µM; in the data active means inhibition above about 30%, passing the limit was not always enough;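 further: 0% = vehicle neutral wells and 100% = reference inhibitor wells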
# CDK5 inh – inhibitors of human CDK5/p35 kinase, primary screen, biochemical, single concentration; Cyclin-dependent kinase 5 (Homo sapiens) + Cyclin-dependent kinase 5 activator 1 (Homo …; Recombinant CDK5/p35, ADP-Glo luminescence, 60 min; inhibition, % at 10 µM; 330,000 tested, 0.01% active;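 active means highest replicate inhibition of at least 50% and at least 75% of replicates reaching 50%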;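 further: plate controls were DMSO neutral control for no effect and GW8510 at 10 µM for full effect; many of its hits are not listed in these tables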
# Target sequence (Q00535 whole entry, looked up): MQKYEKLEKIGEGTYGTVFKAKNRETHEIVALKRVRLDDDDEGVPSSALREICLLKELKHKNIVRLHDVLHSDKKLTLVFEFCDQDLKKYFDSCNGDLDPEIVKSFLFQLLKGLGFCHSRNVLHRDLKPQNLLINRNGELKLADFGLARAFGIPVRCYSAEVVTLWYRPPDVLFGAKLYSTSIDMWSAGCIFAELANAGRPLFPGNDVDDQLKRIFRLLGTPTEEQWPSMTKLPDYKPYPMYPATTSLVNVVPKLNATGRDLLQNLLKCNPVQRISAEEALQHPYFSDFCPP
# Target sequence (Q15078 whole entry, looked up): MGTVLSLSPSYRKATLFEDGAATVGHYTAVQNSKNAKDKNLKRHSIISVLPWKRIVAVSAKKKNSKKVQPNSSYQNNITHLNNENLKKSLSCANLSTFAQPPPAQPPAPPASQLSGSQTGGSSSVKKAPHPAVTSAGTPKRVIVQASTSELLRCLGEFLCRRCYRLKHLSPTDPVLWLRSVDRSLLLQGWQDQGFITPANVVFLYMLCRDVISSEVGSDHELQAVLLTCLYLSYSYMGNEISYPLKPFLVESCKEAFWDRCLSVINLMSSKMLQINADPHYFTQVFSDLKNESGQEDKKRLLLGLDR
# HTR5A ag ctr – HTR5A agonists in luminescence cell assay, primary screen, counter-screen for OPRM1-OPRD1 heterodimer agonist project, full-deck HTS; 340,000 tested, 0.61% active; cell-based; activation, % at 9.3 µM; AID 504692, 2011; in the data active means activation mostly above about 9.5%, no sharp cut-off; inactive means mostly below about 7.6%;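 further: 0% = cells with vehicle only and 100% = reference agonist; strong numbers were not always called active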
# SR-BI DiI inh – inhibitors of SR-BI mediated HDL lipid uptake, primary screen, ldlA[mSR-BI] cells, fluorescence, single point; inhibition, % at 12.5 µM; ldlA[mSR-BI] CHO cells, DiI-HDL uptake fluorescence, 3 h; AID 488896, 2010; 320,000 tested, 0.96% active;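 active means mean replicate inhibition of at least 70% and a set share of replicates each scoring 70 or more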;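 further: 0% = median of neutral control wells and 100% = median of positive control wells; values of inactives mirror those of a sister screen read the other way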
# MITF TRPM1 HTS – activators of MITF-driven TRPM1 promoter reporter, primary screen, cell-based, SK-MEL-5, luciferase, single point; SK-MEL-5 TRPM1-promoter luciferase, 24 h; % of positive control, neutral wells = 0; activation, % at 12.5 µM; 300,000 tested, 0.75% active;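 active means mean activation of at least 80% with every replicate also reaching 80%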;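 further: 0% = neutral control wells and 100% = parthenolide positive control wells; values of inactives mirror those of a sister screen read the other way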
# Rtt109 Vps75 – inhibitors of C. albicans Rtt109/Vps75 HAT, primary screen, biochemical, ThioGlo CoA-SH fluorescence, plate reader; Histone acetyltransferase RTT109 (Candida albicans (strain SC5314 / ATCC MYA-2876)), …; 330,000 tested, 0.16% active; purified Rtt109/Vps75, 4 h; AID 540336, 2011; inhibition, % at 34.9 µM;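 active means inhibition of at least 50% in every replicate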
# Target sequence (Q5AAJ8 whole entry, looked up): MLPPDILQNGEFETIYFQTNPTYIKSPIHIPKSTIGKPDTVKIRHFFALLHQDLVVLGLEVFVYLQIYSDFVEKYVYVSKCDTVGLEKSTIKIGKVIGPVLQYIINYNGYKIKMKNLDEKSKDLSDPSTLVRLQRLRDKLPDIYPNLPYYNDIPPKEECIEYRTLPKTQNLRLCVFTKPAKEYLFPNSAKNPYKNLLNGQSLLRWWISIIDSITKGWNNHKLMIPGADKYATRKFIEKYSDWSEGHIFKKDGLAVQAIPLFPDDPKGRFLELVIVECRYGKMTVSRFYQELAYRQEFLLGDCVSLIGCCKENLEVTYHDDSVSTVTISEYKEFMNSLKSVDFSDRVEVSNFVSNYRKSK
# dFosB activator – activators of delta FosB homodimer, primary screen, biochemical, fluorescence polarization, TAMRA-CDK5 oligo, single point | Protein FosB (Mus musculus), P13346 | purified delta FosB; percent of positive-control signal above neutral wells | activation, % at 25 µM | 340,000 tested, 0.99% active;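 active means mean activation above about 17%, with every replicate also reaching it, limit read from the data, passing the limit was not always enough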;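 further: fluorescence polarization rise as delta FosB binds a TAMRA Cdk5 AP-1 oligo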
# Wnt bcat act – Wnt/beta-catenin pathway activators, primary screen, cell-based, plate reader, single point | Wnt/beta-catenin reporter cell assay, activator | activation, % at 9.35 µM | 300,000 tested, 1.2% active; in the data active means activation above about 30%, passing the limit was not always enough;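 further: 0% = neutral control wells and 100% = positive control wells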
# RTF Ca sens act – cardiac RTF calcium sensitivity activators, primary screen, biochemical, IANBD-TnC fluorescence, EC20 calcium; IANBD-labeled TnC RTF fluorescence at EC20 calcium; 0% EC20 calcium, 100% full calcium; Troponin I, cardiac muscle (Homo sapiens) + Troponin T, cardiac muscle (Homo sapiens) + …; AID 493008, 2010; 340,000 tested, 0.24% active; activation, % at 7.2 µM;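 active means activation above the mean over all tested compounds plus 3 SD, cut at about 30% in these data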;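 further: rise in fluorescence read as greater calcium sensitivity of cardiac thin filaments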
# * marks the source's active call; other numbers are inactive results; . = not tested or not shown.
SMILES,SR-BI uptake up,PvdQ inh,CDK5 inh,HTR5A ag ctr,SR-BI DiI inh,MITF TRPM1 HTS,Rtt109 Vps75,dFosB activator,Wnt bcat act,RTF Ca sens act
O=C1c2ccccc2C(=O)N1CCCCN(C(=O)c1cccc([N+](=O)[O-])c1)c1ccc(Cl)cc1,-38,-12,-0.4,2,38,5,-5,-5,.,1
O=C(Nc1cccnc1)c1c(O)c2cccc3c2n(c1=O)CC3,-8,-10,1.1,1,8,-13,2,-1,4,0
COc1cc([N+](=O)[O-])ccc1NC(=O)CN1CCCC1,8,1,0.4,-1,-8,2,19,0,0,2
Cc1cc(C)cc(Oc2cc(NC(=O)c3cn(C)nc3C)cc([N+](=O)[O-])c2)c1,-43,-9,0.4,6,43,-6,-5,4,.,-3
COc1ccc(CC(=O)OCC(=O)NC(=O)NC2CCCCC2)cc1,-6,1,-1.2,-1,6,-5,-3,-7,-2,6
CCOC(=O)c1ccc(NS(=O)(=O)c2cc(-c3nnnn3C(C)C)ccc2OC)cc1,0,-18,-7.5,4,0,-8,2,-6,.,1
CC(C)c1onc(C(=O)NCc2ccc(Cl)cc2)c1[N+](=O)[O-],24,18,-1.9,-4,-24,-6,-5,3,2,4
Cn1c(C(=O)N2CCCC2)cc2c(=O)n(C)c3ccccc3c21,-2,11,3.0,2,2,-14,11,-8,0,0
O=C(Nc1ccc(F)cc1)C1CC(=O)n2cnnc2N1 (stereo not drawn),15,-5,1.2,-2,-15,6,-1,-5,2,5
CCn1ncc(C2=NOC(C(=O)NCc3ccc(OC)cc3)C2)c1C (stereo not drawn),17,-22,0.2,2,-17,-14,-6,3,.,10
COC(=O)Cn1c(=O)c2c(nc3n2CCCN3Cc2ccccc2)n(C)c1=O,-11,-12,-0.3,-2,11,-17,8,0,0,2
CC(C)C(=O)Nc1ccc(C(=O)NN2C(=O)c3ccccc3C2=O)cc1,10,-2,0.7,0,-10,-8,-2,2,-1,-3
CCOC(=O)Nc1nnc(-c2ccccc2OC)s1,-48,-10,0.6,7,48,15,-2,-15,.,-1
COc1cccc(-n2c(-c3ccccc3)c[nH]c2=S)c1,13,11,5.4,8,-13,-7,24,-9,-4,-5
COc1ccc(-n2nc(C(=O)NCC(=O)N3CCCCCC3)c3ccccc3c2=O)cc1OC,.,-9,-1.6,2,.,37,-6,-9,3,-5
CCOC(=O)CNc1c(-c2ccc(OC)cc2)nc2ccc(Cl)cn12,11,-1,-1.1,-2,-11,23,.,-3,.,6
CCCCCCSc1ccc([C@@H]2[C@H]3C(=O)N(CC)C(=O)[C@H]3[C@]3(C(=O)OC)CCCCN23)cc1OC,-21,-17,2.6,-1,21,-3,13,-3,-3,17
O=C(NCCN1CCCC1)C1CCN(S(=O)(=O)N2CCC3(CC2)OCCO3)CC1,5,-1,-0.6,-3,-5,14,-2,-3,0,4
COc1ccc(OC)c(/C=N/NC(=S)NCCc2ccccc2)c1,28,-2,1.2,-3,-28,-13,-2,-5,-2,-7
COc1ccc2c(c1OC)C(=O)N1C2SC(C)(C)[C@H]1C(=O)NC1CCCC1 (stereo partly drawn),-12,-4,-0.8,5,12,-2,-2,0,-1,-1
O=C(NCc1ccc2c(c1)OCO2)c1cccc(S(=O)(=O)N2CCOCC2)c1,0,8,4.9,1,0,-3,3,-6,.,-12
O=C(Oc1ccc(N(Cc2cccs2)C2=NS(=O)(=O)c3ccccc32)cc1)c1ccccc1F,-11,5,-1.1,-2,11,.,-6,10,.,1
C[C@@H]1CCC[C@]2(O[C@H](CCO)C[C@@H](O)[C@@H]2O)O1,10,-17,0.3,6,-10,-7,-2,8,0,-2
Cc1cccc(N2CCN(CC(=O)Nc3ccccc3[N+](=O)[O-])CC2)c1C,7,9,2.5,1,-7,-9,.,-12,.,6
CCCc1c(OCCCCc2nn[nH]n2)ccc(C(C)=O)c1O,7,-7,-2.2,0,1,10,2,-9,-2,8
Cc1ccccc1NC1=NC2(CCCC2)N=C(N)N1,13,-10,-1.1,-4,-13,-6,-2,6,0,-1
Cc1cc(/C(=N/O)C(C)(C)NO)ccc1Cl,8,-25,-12,0,-8,-4,-1,-3,.,1
CCN1N=C(c2cc(Cl)sc2Cl)CSC1=O,-1,-8,-4.7,5,1,1,11,5,-2,0
CC(C)(C)OC(=O)N1CCCC(C(=O)Nc2cccc(C(=O)NCCCCc3ccccc3)c2)C1 (stereo not drawn),-55,-1,0.7,-1,55,-18,3,4,-1,0
CCOC(=O)c1ccc(NC(=O)Nc2ncccc2C)cc1,-10,1,-4.2,1,10,79,11,4,4,7
COc1ccc2c(=O)c3c(=O)n(Cc4ccco4)c(-c4cc(OC)c(OC)c(OC)c4)nc3oc2c1,-74,6,1.4,4,74*,1,5,-11,-6,2
O=C(O)c1cc(C(F)(F)F)nc2c(C(F)(F)F)cccc12,10,-14,0.3,-1,-10,-12,1,-7,-1,-1
NC(=O)CCC(NC(=O)c1ccc(Cl)cc1)C(=O)NCCc1ccc2c(c1)OCCO2 (stereo not drawn),28,-2,-1.5,0,-28,0,-1,-2,0,1
O=S1(=O)CC(O)C(NCc2cccnc2)C1 (stereo not drawn),9,8,-2.5,7,-9,-1,65*,-5,.,0
CCc1ccc(OCC(=O)Nc2ccc(S(=O)(=O)N3CCCC3)cc2)c(Br)c1,-3,-3,-0.8,-3,3,8,2,-16,.,1
CCSC(C)CC1C/C(=N/O)c2c(C)noc2C1 (stereo not drawn),20,-6,0.0,-2,-20,-4,2,-18,.,-11
O=C(NN=Cc1ccc(F)cc1)C1CC1,-5,2,1.1,-1,5,13,-3,-2,-2,2
O=C(Nc1cccc(S(=O)(=O)N2CCCCC2)c1)C1CC1,22,-26,-0.4,-5,-22,-15,7,-8,-1,-3
CN1C(=O)C(O)(CC(=O)c2cccnc2)c2ccccc21 (stereo not drawn),36,-13,-1.8,-4,-36,-1,5,1,.,-7
CN(C)N=Nc1ccc(S(N)(=O)=O)cc1,21,-10,-1.2,9,-21,-4,-3,-3,-1,4
Cc1ccc(Oc2cc(NN3CCCCC3)c([N+](=O)[O-])cc2[N+](=O)[O-])c(Cl)c1,18,-13,-0.9,3,-18,-4,-1,-6,-3,6
Cc1[nH]c(=O)[nH]c(=O)c1NC(=O)c1sc2nc3c(C)cccc3cc2c1N,10,0,-0.3,6,-10,3,1,-8,-3,-3
CCOC(=O)NC1(C(F)(F)F)C(=O)N(Cc2ccccn2)C2=C1C(=O)CC(C)(C)C2 (stereo not drawn),33,1,0.6,-2,-33,-2,-3,-5,.,-2
CS(=O)(=O)c1ccc(Cl)c(NC(=O)C2CC(=O)N(Cc3ccccc3)C2)c1 (stereo not drawn),-17,-2,0.4,5,17,-9,-6,-1,0,-4
Cc1ccc(CNC(=O)CSc2nc3n[nH]c(C)c3c(=N)n2-c2cccc(C)c2)cc1,-10,4,0.3,-2,10,-10,2,-4,.,-6
Cc1ccc(/C=N/NC(=O)CCCOc2ccc(Cl)cc2Cl)cc1,14,-11,-2.2,9,-14,-17,7,-7,-6,-3
CC(C)Oc1cccc(C(=O)C2CCCN(Cc3cccn3-c3cccnc3)C2)c1 (stereo not drawn),.,-4,-0.7,2,.,-4,-2,-5,-5,-3
C=C1CCC[C@]2(C)C[C@H]3OC(=O)C(CN(Cc4ccc(OC)c(OC)c4)CC(C)O)[C@H]3CC12 (stereo partly drawn),-11,6,0.0,-1,11,-36,-8,-10,1,-1
COc1ccc(N2CCN(C(=O)c3cc(C)oc3C)CC2)cc1,-6,-1,-0.7,5,6,3,2,5,-2,-5
Cn1c(CCc2ccc(N)cc2)nc2ccccc21,8,-13,1.3,10,-8,41,-1,-5,12,3
CCCSc1nnc(Sc2nnnn2-c2ccccc2)s1,19,15,-0.3,-2,-19,.,4,-1,.,-3
Cc1cc(Cl)c(OCCCNCc2ccccc2)c(Br)c1,12,-16,-0.6,1,-12,-2,10,-9,.,0
Cc1cc(C)c2cc(C#N)c(SCC(=O)Nc3cc(C)on3)nc2c1,.,-9,-4.1,-2,.,.,2,-4,7,-6
COCCn1c(SCC(=O)Nc2nnc(C)s2)nnc1-c1cc2ccccc2cc1O,.,0,0.8,0,.,.,-4,1,-1,-1
CCCCOC(=O)C1C2C=CC3(CN(CCc4ccccc4)C(=O)C13)O2 (stereo not drawn),-10,-8,-0.2,-6,10,1,0,-8,-2,3
Cc1ccc(NC(=O)c2cccc3c2-c2ccccc2C3=O)cc1C,-46,-7,-2.7,6,46,7,2,0,-2,-4
Cc1ccccc1N1Cc2ccccc2C1,0,-11,-0.6,-4,0,-1,2,-5,-1,2
O=S(=O)(c1ccc(Cl)cc1)N1CCN(Cc2cccnc2)CC1,.,-8,-0.9,5,.,-7,-7,-4,-4,2
CCOC(=O)c1cc(OC(=O)c2ccccc2OC)n(-c2ccccc2)n1,16,-7,-2.4,-3,-16,-4,8,-3,.,-1
O=S(=O)(NCC(c1cccnc1)N1CCN(c2ccc(F)cc2)CC1)c1ccccc1 (stereo not drawn),17,-5,0.6,4,-17,-5,11,-6,-4,3

# Three entries out of the list above, sorted by the value under MITF TRPM1 HTS, descending.
smiles	MITF TRPM1 HTS
Cc1ccccc1N1Cc2ccccc2C1	-1
CCOC(=O)c1cc(OC(=O)c2ccccc2OC)n(-c2ccccc2)n1	-4
O=S(=O)(c1ccc(Cl)cc1)N1CCN(Cc2cccnc2)CC1	-7

# (listing goes on)
SMILES,SR-BI uptake up,PvdQ inh,CDK5 inh,HTR5A ag ctr,SR-BI DiI inh,MITF TRPM1 HTS,Rtt109 Vps75,dFosB activator,Wnt bcat act,RTF Ca sens act
Clc1ccc(CNCCCSc2ncccn2)cc1,-6,-11,-1.4,0,6,.,4,-3,2,3
CCN(CC)C(=O)[C@H]1CC(CC(=O)NCc2ccco2)C(=O)N2CCc3c([nH]c4ccc(OC)cc34)[C@]12C (stereo partly drawn),16,17,4.6,1,-16,-6,-8,0,-2,6
CCCC(=O)C1=C(O)C(C(=O)OC)C(C)(C)CC1=NCc1ccccc1 (stereo not drawn),17,-3,-0.1,-1,-17,4,0,-13,0,2
O=C1CCC(C(=O)Nc2cccc(Oc3ccccc3)c2)=NN1,17,-12,0.3,-3,-17,3,-1,0,2,-1
CC(NC(=S)Nc1ccc(OC(F)F)cc1)c1ccc(F)cc1 (stereo not drawn),-25,-16,-1.7,5,25,-3,-3,-2,4,6
CC1Cc2ccccc2N1C1=CC(=O)CC(C)(C)C1 (stereo not drawn),29,-17,1.1,-5,-29,15,-8,-7,-1,-5
